RAD52 anneal inh = inhibitors of human RAD52 DNA annealing; P43351; recombinant RAD52 DNA annealing, FRET fluorescence; inhibition, % at 18.7 µM; 360,000 compounds, 0.46% hits;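 active = every replicate showing at least 50% inhibition; inconclusive = mean inhibition at least 50% but not in every replicate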
Target sequence (P43351 whole entry, looked up): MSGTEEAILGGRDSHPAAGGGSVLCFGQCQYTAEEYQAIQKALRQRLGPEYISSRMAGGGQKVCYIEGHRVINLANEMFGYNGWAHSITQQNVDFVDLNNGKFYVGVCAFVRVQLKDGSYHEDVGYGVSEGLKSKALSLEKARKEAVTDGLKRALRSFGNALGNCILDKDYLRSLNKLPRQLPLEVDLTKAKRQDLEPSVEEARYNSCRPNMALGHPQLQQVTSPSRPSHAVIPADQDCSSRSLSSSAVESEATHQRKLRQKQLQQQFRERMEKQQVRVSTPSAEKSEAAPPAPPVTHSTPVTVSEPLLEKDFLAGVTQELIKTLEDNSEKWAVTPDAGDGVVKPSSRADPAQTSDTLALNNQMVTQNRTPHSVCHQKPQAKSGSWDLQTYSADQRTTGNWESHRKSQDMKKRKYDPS
EWS-Fli block = EWS/Fli transcriptional activity inhibition. AID 651661. 350,000 compounds, 0.67% hits. inhibition, % at 12.6 µM. A673 NR0B1-luciferase reporter, viability-normalised;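 active = mean inhibition of at least 50% after viability correction, with every replicate also passing that limit; inconclusive = mean reaches 50% but only one of two replicates passes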;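 note: firefly luciferase signal divided by Alamar Blue viability fluorescence both relative to DMSO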
FN deposit inh = fibronectin deposition inhibition | AH1F fibroblasts, Alexa488-fibronectin deposition fluorescence, overnight | inhibition, % at 12.6 µM | 350,000 compounds, 0.086% hits | AID 743247;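 active = mean inhibition across replicates of 30% or more, regardless of how many single replicates reach that level; inconclusive = mean under 30% yet at least half of replicates reach 30%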;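 note: positive control wells lacked labelled fibronectin entirely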
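Schedule: 1 h cell adhesion before compound, then overnight fibronectin incubation; test system: AH1F fibroblast monolayer depositing Alexa488-labelled fibronectin into matrix; quantity: 10000 AH1F cells per well; probe or stimulus: fluorescent fibronectin at 24 nM final; signal: fluorescence, ex 485 nm, em 525 nm; evaluation: percent inhibition as loss of matrix-bound fibronectin fluorescence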
RAD54 inh = inhibitors of human RAD54 branch migration. Q92698. RAD54 Holliday junction branch migration, FAM/BHQ fluorescence. inhibition, % at 10.4 µM. 360,000 compounds, 0.14% hits. AID 602329;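 active = mean normalized replicate activity at least 40 and at least half of replicates scoring 40 or more; inconclusive = only one of the two criteria met; inactive = mean below 40 and under half of replicates reaching 40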;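 note: 0% = median of neutral control wells and 100% = median of positive control wells; inhibitors cause a drop in the FAM fluorescence signal; in these data hits start at about 50%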
XiGFP reactiv = reactivates the inactive X chromosome in mouse fibroblasts | 360,000 compounds, 0.055% hits | activation, % at 7.58 µM | AID 743238 | XiGFP mouse fibroblasts, % GFP-positive cells imaging, 3 d; cells co-treated with 5-aza-dC sensitizer; scaled so ellipticine positive control = 100%;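 active = mean normalized replicate activation at least 10% and every replicate at or above 10%; inconclusive = only one of the two criteria met; inactive = mean below 10% and not all replicates reach 10%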;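 note: 0% = median of on-plate neutral control wells and 100% = ellipticine 6 µM median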
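Assay system: SV40-immortalized XiGFP fibroblast cells, line 68-5-11; buffer or medium: DMEM plus 5-aza-dC sensitizer; compound: one concentration, pinned; timing: compounds 3 days, fix/stain 15 min at room temperature; benchmarks: positive control ellipticine, 6 µM final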
E-sel inducer = E-selectin induction on HUVECs; P16581; HUVEC E-selectin immunofluorescence imaging; normalized: neutral wells 0, TNF-alpha wells 100; activation, % at 7.58 µM; 260,000 compounds, 0.37% hits;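 active = mean E-selectin-positive cell signal at least 10% of the positive control, reached in at least 60% of replicates, without over 20% cell loss; inconclusive = no rule given, readout overlaps actives, possibly toxicity-flagged; inactive = the rest, including those meeting only one limit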;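 note: in these data hits start at about 27%; measured in HUVEC primary endothelial cells; signal is the percent of cells scored E-selectin positive by PE staining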
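Test system: HUVEC | Signal: Immunofluorescence imaging | Read-out: Percent E-selectin-positive cells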
S100A4 inh HTS = S100A4-myosin IIA interaction inhibition | S100A4/TAMRA-MyoIIA peptide fluorescence polarization | inhibition, % at 10.7 µM | P26447 | 360,000 compounds, 0.14% hits;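 active = mean inhibition of at least 70% across replicates, with every replicate also reaching that level; inconclusive = mean inhibition reaches 70% but some replicates fall short; inactive = mean inhibition below 70%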
Target sequence (P26447 whole entry, looked up): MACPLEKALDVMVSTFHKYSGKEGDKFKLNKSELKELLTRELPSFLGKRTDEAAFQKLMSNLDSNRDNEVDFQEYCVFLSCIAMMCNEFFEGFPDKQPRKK
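Material: S100A4 monomer protein / Buffer or medium: 50 mM HEPES pH 7.2, 10 mM CaCl2, 100 mM KCl / Times: 5 min incubation before reading / Benchmarks: neutral control DMSO, positive control TFP / Reagent: labelled myosin peptide probe, 5 nM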
esBAF inh = inhibitors of esBAF chromatin remodeling in mouse ES cells. Bmi1-luciferase knock-in reporter, 24 h; 100% = twice the neutral-well signal. reporter increase, % at 12.5 µM. 350,000 compounds, 2% hits; in the data active = activation above about 40%; inconclusive = no clear call, values can overlap the other calls;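 note: 0% = median of the plate's neutral control wells and 100% = double that signal; a rise in the Bmi1 reporter signal indicates esBAF inhibition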
Starred values were filed as active, the others as inactive; ? = inconclusive; nt = not tested or not shown; & = joins results of further samples.

structure,EWS-Fli block,S100A4 inh HTS,RAD54 inh,RAD52 anneal inh,E-sel inducer,XiGFP reactiv,esBAF inh,FN deposit inh
O=S(=O)(c1ccc(F)cc1)N1[C@@H]2CNC[C@H]1C2c1ccc(-c2cccc(F)c2)cc1 (some centres not stated),-6,-1&-3,nt,38&-56,0.7&0.6,0.0&0.0,nt,-7&2
COc1ccc2c(c1)OC(=O)CC2c1cc(OC)c(OC)c(OC)c1 (configuration not stated),-82,-2,-10,9,nt,0.0,4,nt
Cc1nc2ccc(NC(=O)Cc3c(F)cccc3Cl)cc2s1,-93,-4,nt,-10,nt,0.3,nt,6
CCN1C(=C(C#N)C#N)C=Cc2ccccc21,-3,-5,-8,-17,2.8,0.1,3,-3
CCOc1ccc(S(=O)(=O)Nc2ccc(S(=O)(=O)N3CCCC3)cc2)cc1,nt,44,11,-21,nt,nt,-1,nt
CCc1ccc(CCC(=O)Nc2ccc(Cl)cc2)o1,-13,5,6,-9,-0.2,0.1,20,-2
COc1ccccc1-c1ccc([C@@H]2[C@H](CO)N3CCCCN(C(=O)NC4CCCC4)C[C@@H]23)cc1,12,nt,-11,nt,-0.1,0.0,-8,nt
CCC(C(=O)Nc1cccc(C(=O)O)c1C)c1ccccc1 (configuration not stated),0,3,nt,-3,-0.4,0.0,nt,-4
CC1=NN(C(=O)COc2ccccc2)C(O)(c2ccccc2)C1 (configuration not stated),nt,nt,1,nt,nt,0.2,-1,-2
O=C(Nc1cc(F)ccc1F)N1CCCCN2[C@@H](CO)[C@H](c3ccc(-c4cncnc4)cc3)[C@@H]2C1,nt,2,-10,-3,-0.3,-0.1,nt,nt
O=C(c1ccc2c(c1)OCCO2)N1CCN(c2ccccn2)CC1,2,-4,-9,0,0.4,-0.1,-5,nt
COc1ccc(CCNC(=O)c2cc(-c3ccc4c(c3)OCO4)on2)cc1OC,-6,5,4,-13,nt,nt,1,nt
O=C(CSc1nc2ccccc2c(=O)[nH]1)N1CCN(c2ccccc2)CC1,-4,0,-3,3,nt,0.0,-8,9
CNc1cncc(-c2ccc(OC)cc2)n1,-76,0,4,-13,-0.1,0.3,41*,0
C[C@@H]1CN([C@@H](C)CO)C(=O)c2cc(C#Cc3ccccn3)cnc2O[C@H]1CN(C)C(=O)c1cnccn1,-1,19,-10,-64,0.6,-0.9,2,nt
CCCCNS(=O)(=O)c1cccc(NC(=O)[C@@H]2O[C@H](CO)[C@@H](O)[C@H]2O)c1,-3,-16,7,-18,-0.2,1.1,3,-15
NC1(C#Cc2ccc3c(=O)c4ccccc4sc3c2)CCCCC1,5,-7,-11,-20,0.2,0.0,-6,-6
Cc1ccc(C(=O)NC(=S)Nc2ccc(CN3CCOCC3)cc2)cc1,-4,-1,-11,7,0.2,0.1,12,-3
Cc1c(-n2c(SCC(=O)NC(C)C)nc3ccccc3c2=O)c(=O)n(-c2ccccc2)n1C,4,-4,nt,-1,-0.6,-0.1,nt,3
CC(=O)N1CCN(c2ccc(NC(=O)c3ccc(Cl)c(Cl)c3)cc2)CC1,-25,0,5,-3,0.0,0.0,14,2
Cc1cc(-c2n[nH]c(=S)n2-c2ccc(C)c(C)c2)no1,-2,nt,3,nt,-0.5,0.1,nt,1
O=C(Nc1ccccc1)N1CC(=O)N2[C@H](C1)[C@@H](c1ccc(C#CC3CC3)cc1)[C@@H]2CO,-2,-10,nt,-5,0.2,0.3,nt,-10
Cn1c(=O)c2c(nc3n2CC(O)CN3c2ccc(O)cc2)n(C)c1=O (configuration not stated),-8,2,3,6,1.1,0.0,1,0
COCCn1c(SCC(=O)Nc2ccc(NC(C)=O)cc2)nc2ccccc2c1=O,-3,-1,7,-14,?,0.3,-3,-3
Cc1cc(NS(=O)(=O)c2ccc(NC(=O)/C=C/c3cccc(Cl)c3)cc2)no1,nt,-2,-5,-16,-0.1,0.0,3,nt
C=C(C)C1CC=C(C)/C(=N/Nc2ccccc2[N+](=O)[O-])C1 (configuration not stated),-16,0,nt,-4,-2.3,0.0,nt,4
COc1ccc(NC(=O)N2CCN(C(=O)c3ccco3)CC2)c(OC)c1,-1,-3,6,-10,nt,0.2,-6,4
O=C(C[C@@H]1C=C[C@@H](NS(=O)(=O)c2ccccc2F)[C@H](CO)O1)NCCCN1CCOCC1,nt,0,-6,-3,-0.4,0.1,-5,-18
C[C@@H]1CCCCO[C@@H](CN(C)CC2CC2)[C@@H](C)CN([C@H](C)CO)C(=O)c2cc(NC(=O)CCCN(C)C)ccc2O1,nt,-7,0,22,-0.1,0.2,-1,nt
O=C(NN=Cc1cc(Cl)ccc1[N+](=O)[O-])c1ccco1,-6,-3,nt,-19,-0.1,-0.1,nt,14

Some of the entries above, set out differently.
Below each compound: EWS-Fli block	S100A4 inh HTS	RAD54 inh	RAD52 anneal inh	E-sel inducer	XiGFP reactiv	esBAF inh	FN deposit inh
CCCCNS(=O)(=O)c1cccc(NC(=O)[C@@H]2O[C@H](CO)[C@@H](O)[C@H]2O)c1
    -3	-16	7	-18	-0.2	1.1	3	-15
COc1ccc(CCNC(=O)c2cc(-c3ccc4c(c3)OCO4)on2)cc1OC
    -6	5	4	-13	nt	nt	1	nt
C=C(C)C1CC=C(C)/C(=N/Nc2ccccc2[N+](=O)[O-])C1 (configuration not stated)
    -16	0	nt	-4	-2.3	0.0	nt	4

Carrying on:
structure,EWS-Fli block,S100A4 inh HTS,RAD54 inh,RAD52 anneal inh,E-sel inducer,XiGFP reactiv,esBAF inh,FN deposit inh
O=c1c2ccccc2ncn1-c1ccc([N+](=O)[O-])cc1Cl,-7,0,-5,-15,0.2,0.1,1,-2
Cc1noc(C)c1NC(=O)N(C)C[C@@H]1Oc2c(NS(=O)(=O)c3cccs3)cccc2C(=O)N([C@H](C)CO)C[C@H]1C,-8,1,-2,-6,-0.2,-0.9,0,-5
COc1ccc(OC)c(S(=O)(=O)NC(=O)C2(C)CCN2C(=O)C2(c3ccc(Cl)cc3)CC2)c1 (configuration not stated),-5,1,-2,-109,0.0,-0.2,-6,6
CNC(C)C#Cc1ccc2oc3cccc(OC)c3c(=O)c2c1 (configuration not stated),-121,-7,?,-5,nt,0.0,9,-11
COc1cc(/C=N\NC(=O)c2ccc(-c3ccccc3)cc2)ccc1OCC(N)=O,9,-108,4,-15,nt,0.2,-9,0
O=C(NCc1cccnc1)c1cc2nc(-c3ccc4c(c3)OCO4)cc(C(F)(F)F)n2n1,-3,-4,nt,-17,1.2,0.0,1,5
C[C@@H]1CN([C@@H](C)CO)C(=O)c2cc(NC(=O)CCCN(C)C)ccc2O[C@H]1CN(C)Cc1ccc2c(c1)OCO2,-2,16,nt,-14,-0.7,0.1,nt,nt
C[C@@H]1CN([C@H](C)CO)C(=O)Cc2cc(NS(=O)(=O)c3ccccc3)ccc2O[C@H]1CN(C)S(C)(=O)=O,-13,-5,-6,-3,0.4,0.0,-4,nt
CC(C)CC#Cc1cnc2c(c1)C(=O)N([C@@H](C)CO)C[C@@H](C)[C@H](CN(C)Cc1ccccc1C(=O)O)O2,2,1,2,7,-0.4,-0.8,-1,2
O=C(CSc1nnc(CNC(=O)c2cccs2)o1)Nc1ccc(F)cc1F,nt,-3,-8,-13,nt,0.0,0,1
Cc1c(CCC(=O)O)c(=O)oc2cc(OCc3cccc(Cl)c3)ccc12,-8,-2,-2,-14,0.3,0.1,5,3
Cc1ccc(S(=O)(=O)N(C)C[C@H]2OCCCC[C@H](C)Oc3ccc(NC(=O)C4CCCCC4)cc3C(=O)N([C@H](C)CO)C[C@@H]2C)cc1,11,nt,0,nt,2.2,-1.2,5,nt
CC=Cc1ccc2n(c1=O)C[C@@H]1[C@@H](CO)[C@H](C(=O)NCc3ccc(F)cc3)[C@H]2N1CCC (mixture of isomers),-1,-65,-16,10,-0.2,0.1,0,nt
CO[C@@H]1CC[C@H]2CCOc3c(C#N)cccc3C(=O)N(C)[C@H](C)C(=O)N(C)C[C@@H]1O2,-1,-2,0,-4,0.1,0.0,-4,7
COc1ccccc1NC(=S)N1CCC(C(=O)c2ccc(F)cc2)CC1,-10,-8,nt,-27,nt,0.3,nt,9
C[C@@H]1CCCCO[C@H](CN(C)Cc2ccc(C(F)(F)F)cc2)[C@@H](C)CN([C@@H](C)CO)C(=O)c2cc(NC(=O)CCC(F)(F)F)ccc2O1,14,-8,5,-21,0.7,-0.9,-1,nt
O=C(c1ccccn1)N1CC2(C1)[C@@H](c1ccccc1)[C@H](CO)N2Cc1ccc(Cl)cc1,2,5,nt,4,-0.1,0.0,nt,nt
CCCN1C[C@@H](C)[C@H](OC)CN(C)C(=O)c2ccc(NC(=O)c3ccccc3F)cc2OC[C@H]1C,3,-10,4,-10,0.0,0.0,5,-2
C[C@H](NC(=O)c1nc[nH]c1C(=O)NC1CCN(C(=O)OC(C)(C)C)CC1)C(=O)OC(C)(C)C,3,0,-12,-6,-0.1,-0.7,3,-3
NC(=O)c1ncn([C@@H]2O[C@H](CNC(=O)[C@H](N)CSCc3ccccc3)[C@@H](O)[C@H]2O)n1,2,-2,-11,-12,-0.2,0.0,1,-13
O=C(NCC1CCCO1)c1cccc(S(=O)(=O)Nc2ccc(SC(F)F)cc2)c1 (configuration not stated),11,-16,-7,-7,-2.6,-0.1,1,-1
N#CC1=C(N)C2=CCCC[C@H]2[C@H](c2cccc(F)c2)C1(C#N)C#N,3,-3,-9,-78,-1.8,0.1,nt,-5
Cc1cc(C)cc(C(=O)OCC(=O)N2CCCCCC2)c1,-6,5,8,-5,nt,0.3,6,2
CN1C[C@@H]2[C@H](c3ccccc31)[C@@H](CO)N2C(=O)C1CCCC1,-8,nt,1,nt,-0.1,0.2,-1,4
CN1C(=O)C(CCC(=O)O)NC1=S (configuration not stated),6,5,12,-12,0.6,-0.1,nt,3
Cc1cc(/C=N/NC(=O)c2ccsc2)c(C)n1-c1cnccn1,-16,39,nt,-9,nt,0.0,nt,-4
Cc1cc(C)c(/C=N/NC(=O)c2nnn(-c3nonc3N)c2COc2ccc(F)cc2)c(C)c1,14,-4,6,-9,0.3,0.1,-1,1
COc1cccc(NC(=O)N(C)C[C@@H]2Oc3ncc(/C=C/c4ccccc4)cc3C(=O)N([C@@H](C)CO)C[C@H]2C)c1,-124,2,-6,-13,0.3,-0.1,5,nt
